# M18AAP inhibitor: blocks P. falciparum M18 aspartyl aminopeptidase. hit rate 1.2% among 290,000. inhibition, % at 7.35 µM. AID 1822. recombinant PfM18AAP, H-Glu-NHMec fluorogenic cleavage;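 active = inhibition above the campaign mean inhibition over all tested compounds plus 3 SD, cut at about 28% in these data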;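 also: 0% = plate median of test compound wells and 100% = 2 mM ZnCl2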
# NALP1 inh: NALP1 inhibition | S. cerevisiae NALP1/ASC/caspase-1 growth, X-gal OD620, 72 h | inhibition, % at 10 µM | hit rate 0.61% among 280,000 | AID 2071; in the data active = inhibition mostly above about 24%, no sharp cut-off; inactive = mostly below about 32%; also: some compounds called inactive have numbers as strong as hits
# IDE cell inh: cellular human IDE inhibition. HEK cells, FAbetaB cleavage, fluorescence polarization. P14735. hit rate 0.41% among 320,000. inhibition, % at 5.59 µM. AID 434962;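 active = percent inhibition above the average of all tested compounds plus 3 SD, set per screening campaign, cut at about 16% in these data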;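 also: IDE supplied by intact live HEK cells; FP after avidin binding of uncleaved biotin substrate so inhibition keeps polarization high; 0% = DMSO wells and 100% = 60 µM reference IDE inhibitor Ii1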
# UBC9 SUMO inh: inhibitors of human SUMOylation (UBC9); HTRF SUMOylation assay, SAE1/SAE2 + UBC9, in vitro; inhibition, % at 35 µM; hit rate 0.36% among 290,000; in the data active = inhibition above about 50%, passing the limit was not always enough; also: strong numbers were not always called active
# Target sequence (P63279 whole entry, looked up): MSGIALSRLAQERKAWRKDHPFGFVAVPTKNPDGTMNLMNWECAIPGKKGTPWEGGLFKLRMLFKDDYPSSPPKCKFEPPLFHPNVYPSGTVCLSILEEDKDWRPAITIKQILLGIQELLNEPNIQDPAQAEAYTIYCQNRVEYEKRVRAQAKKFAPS
# MEKK2wt PB1 HTS: raises or lowers MEK5 binding to wildtype human MEKK2 PB1 domain; bead flow cytometry, Alexa488-MEK5 binding to MEKK2 WT; actives lie on both sides; AID 1531; Q9Y2U5; hit rate 1.1% among 290,000; binding response (% of control), % at 10 µM; in the data active = binding response below about 67% or above about 130%
# pCIP destab: compounds decreasing mouse p/CIP protein stability. F442A p/CIP-EGFP cells, EGFP fluorescence, 16 h. decrease of EGFP signal, % at 10 µM. hit rate 0.01% among 290,000. AID 1984;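 active = EGFP signal decrease of at least 30% at 10 µM or well 3 SD below plate mean, unless failing retest; inactive = the rest, including hits failing retest or dose response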; also: some compounds called inactive have numbers as strong as hits; many of its hits are not listed in these tables
# MEKK2mut PB1 HTS: signal of MEK5 binding to mutant human MEKK2 PB1 domain | bead flow cytometry, Alexa488-MEK5 binding to MEKK2 mutant | percent response, % at 10 µM | hit rate 0.35% among 290,000 | AID 1530; in the data active = percent response above about 24%, passing the limit was not always enough; also: inactives centre near 1; some results filed as inactive read as strong as hits; reference of the scale not given here
# MEKK3 PB1 HTS: modulators (inhibitors or enhancers) of MEK5 binding to human MEKK3 PB1 domain; Q99759; bead-based flow cytometry, Alexa488-MEK5 binding to MEKK3; actives lie on both sides; 0 = blocked by unlabeled MEK5, 100 = vehicle; binding response (% of control), % at 10 µM; hit rate 1.4% among 290,000; AID 1529;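 active = binding response more than 3 SD above or below the average of its plate-row segment, actives on both sides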;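 also: Alexa488 bead fluorescence after subtracting the streptavidin-only scavenger bead signal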
# Target sequence (Q99759 whole entry, looked up, the tested form may be a part): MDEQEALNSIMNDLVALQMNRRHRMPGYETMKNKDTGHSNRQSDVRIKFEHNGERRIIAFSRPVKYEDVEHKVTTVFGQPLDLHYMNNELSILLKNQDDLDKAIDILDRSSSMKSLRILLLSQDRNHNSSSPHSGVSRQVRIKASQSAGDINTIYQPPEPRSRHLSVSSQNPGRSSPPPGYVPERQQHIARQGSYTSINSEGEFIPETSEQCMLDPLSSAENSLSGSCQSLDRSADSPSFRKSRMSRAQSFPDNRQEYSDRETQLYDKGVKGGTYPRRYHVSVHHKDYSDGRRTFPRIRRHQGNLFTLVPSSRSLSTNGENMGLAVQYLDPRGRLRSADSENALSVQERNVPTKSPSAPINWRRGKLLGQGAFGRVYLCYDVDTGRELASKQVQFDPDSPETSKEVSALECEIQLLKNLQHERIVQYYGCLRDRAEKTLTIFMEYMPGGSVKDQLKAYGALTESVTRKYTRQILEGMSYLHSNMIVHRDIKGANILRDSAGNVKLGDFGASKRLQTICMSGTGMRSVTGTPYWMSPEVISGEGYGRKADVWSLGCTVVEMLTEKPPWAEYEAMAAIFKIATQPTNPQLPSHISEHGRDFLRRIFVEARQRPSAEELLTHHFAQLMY
# IDE cell activ: activators of human insulin-degrading enzyme in cells. HEK cells, FAbeta-B cleavage, fluorescence polarization; 0% vehicle, 100% cell-free pure enzyme wells. AID 493087. activation, % at 5.96 µM. hit rate 0.073% among 340,000. P14735;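 active = activation above the mean of all tested compounds plus 3 SD, set per screening campaign, cut at about 17% in these data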
# An asterisk follows results filed as active; x = no result given.
M18AAP inhibitor	NALP1 inh	IDE cell inh	UBC9 SUMO inh	MEKK2wt PB1 HTS	pCIP destab	MEKK2mut PB1 HTS	MEKK3 PB1 HTS	IDE cell activ	SMILES
-2	24	6	-14	127	-5	6	125*	0	CCC1=Nc2cc(C(=O)NCCCOC)ccc2Sc2ccccc21
-28	-3	-1	-24	95	-2	-8	96	4	Cc1ccccc1C(=O)O/N=C/c1c(N2CCOCC2)n(C)c2ccccc12
0	-20	4	10	95	-5	-3	97	2	COc1ccccc1N1CCN(C(c2ccc(C)cc2)c2nnnn2C(C)C)CC1 (stereo not given)
-4	8	-2	8	105	3	0	115	-3	CCOC(=O)c1c(NC(=O)Cn2nc(C(F)(F)F)cc2C)sc2c1CCC2
-6	21	4	2	100	-11	3	102	-1	CCOC(=O)c1ccc(N2C(=O)CC(N(C)CCc3ccc(OC)c(OC)c3)C2=O)cc1 (stereo not given)
-3	5	1	15	100	12	0	104	-1	CCCC(=O)Nc1ccc2nc(C)n(Cc3ccccc3Cl)c(=O)c2c1
1	13	-1	13	102	-2	0	103	-2	Cc1cc(OCC(=O)N2CCN(c3ncccn3)CC2)ccc1Cl
6	2	4	7	124	-4	20	109	-5	CN1CCN(c2ccccc2/C=C2/C(=O)Nc3ccccc32)CC1
-7	-4	-9	10	101	-5	5	101	-2	CC1CCCCC1NC(=O)C1CCN(c2c3c(nc4ncnn24)CCC3)CC1 (stereo not given)
-2	4	9	-3	93	25	-10	93	6	COCCNC(=S)N/N=C(\C)c1ccccc1F
1	20	-2	-6	91	-4	-6	88	5	CCCN1CN(CCc2ccccc2)CNC1=S
-13	16	2	18	89	-8	-13	86	x	Clc1nc(Cl)nc(-c2cn(-c3ccccc3)c3ccccc23)n1
5	-11	4	0	95	-3	0	93	4	Cc1ccc(S(=O)(=O)N2CCOCC2)cc1NC(=O)C1=NN(c2ccccc2)C(=O)CC1
-8	-4	1	10	102	-15	1	104	3	COc1cccc(CNC(=O)C2CCC(CNc3nc(=S)[nH]c4ccccc34)CC2)c1 (stereo not given)
-8	-75	-6	8	101	-6	-2	102	3	CCSc1ccccc1C(=O)Nc1cccnc1
x	x	1	x	96	x	0	106	2	Cc1cccc(CN2C(=O)[C@@H]3Cc4c([nH]c5ccccc45)C(C)(C)N3C2=O)c1
14	9	1	-20	98	-1	-1	95	4	FC(F)(F)c1n[nH]c(=S)n1/N=C/c1ccco1
5	0	1	-9	97	1	2	98	1	O=C(CNC(=O)c1cccs1)NCC(=O)OCc1ccc(Cl)cc1Cl
-1	23	3	-6	102	2	2	106	6	CCOC(=O)C1=NN(c2ccccc2)C2=NC(C)=C(C(=O)OC)C(c3ccc(C)cc3)N12 (stereo not given)
3	7	-1	5	103	-3	-4	101	-2	CCOC(=O)N1CCN(S(=O)(=O)N2CCCC(C(=O)NCCc3ccc(OC)c(OC)c3)C2)CC1 (stereo not given)
9	19	-2	27	108	-2	1	115	11	O=[N+]([O-])c1cccnc1N/N=C/c1ccccc1O
-6	4	7	14	83	-2	-4	101	8	COc1ccc(/C=C/C(=O)NC(=S)N2CCN(C)CC2)cc1
-6	14	x	10	98	3	2	101	5	Cc1oncc1C(=O)Nc1cccc2ccccc12
-5	11	1	10	109	11	4	109	0	O=C(CSc1nnc(-c2ccccc2)o1)N1CCOCC1
-1	30	-1	-6	104	4	-2	102	5	Cc1ccc(NC(=O)c2cc(Cl)ccc2[N+](=O)[O-])cc1C

# Given bar-delimited: entries from further up
molecule | M18AAP inhibitor | NALP1 inh | IDE cell inh | UBC9 SUMO inh | MEKK2wt PB1 HTS | pCIP destab | MEKK2mut PB1 HTS | MEKK3 PB1 HTS | IDE cell activ
Cc1ccc(S(=O)(=O)N2CCOCC2)cc1NC(=O)C1=NN(c2ccccc2)C(=O)CC1 | 5 | -11 | 4 | 0 | 95 | -3 | 0 | 93 | 4
COc1cccc(CNC(=O)C2CCC(CNc3nc(=S)[nH]c4ccccc34)CC2)c1 (stereo not given) | -8 | -4 | 1 | 10 | 102 | -15 | 1 | 104 | 3
CCSc1ccccc1C(=O)Nc1cccnc1 | -8 | -75 | -6 | 8 | 101 | -6 | -2 | 102 | 3
Cc1cccc(CN2C(=O)[C@@H]3Cc4c([nH]c5ccccc45)C(C)(C)N3C2=O)c1 | x | x | 1 | x | 96 | x | 0 | 106 | 2

# Remaining list, next part
M18AAP inhibitor	NALP1 inh	IDE cell inh	UBC9 SUMO inh	MEKK2wt PB1 HTS	pCIP destab	MEKK2mut PB1 HTS	MEKK3 PB1 HTS	IDE cell activ	SMILES
-2	-4	1	7	107	-8	6	103	-1	Cc1cccc2cc(COC(=O)C3CCCCC3)c(=O)[nH]c12
18	1	8	20	66	-55	-20	91	-5	Cn1c(=O)c(N)c2c3c(c(Br)ccc31)C(=O)c1ccccc1-2
-4	-3	-4	16	x	-21	x	x	4	Cc1ccc2cc(C#N)c(NCCNC(=O)C3CC3)nc2c1C
3	-4	0	2	94	-14	0	96	-1	CCOC(=O)CN(C(=O)CCC(=O)Nc1cc(C)on1)C(C(=O)NC1CCCC1)c1cccnc1 (stereo not given)
-7	9	9	-12	97	-6	-4	101	-9	Cc1cccc(N2CCN(C(=O)c3c(C)nn(Cc4ccccc4Cl)c3C)CC2)c1C
-5	11	4	6	100	-5	3	101	0	O=C(COC(=O)CSCC(=O)N1CCCCC1)NCc1ccc(F)cc1
2	4	4	4	88	2	-10	90	2	CC1CCN(CCC(=O)N/N=C/c2ccc([N+](=O)[O-])cc2)CC1
-1	-5	-5	6	97	-2	-13	96	6	COc1ccc(-c2nc(N)nc(C(F)(F)F)c2-c2csc(C)n2)c(O)c1
-4	18	3	-4	99	-11	-2	102	3	CC(=O)N1CCN(C(=O)c2cc3ccccc3o2)CC1
-15	x	5	12	91	-12	-3	96	10	CCN(CC)C(=S)Oc1c(Cl)cccc1Cl
3	-2	-6	21	97	-4	-4	100	1	C=CCN(CC(=O)NCc1ccccc1)C(=O)c1csnn1
7	-10	2	-33	101	-9	4	103	2	COc1ccc(CNc2nc3nc(C)cc(C)n3n2)cc1
1	3	-6	6	101	5	4	103	2	CC1(C)Cc2c(sc3c2c(=N)n(Cc2ccco2)c(=O)n3CC(=O)Nc2ccccc2)CO1
2	13	2	-5	100	-12	1	101	3	COc1ccc(C(=O)NCCNc2ccccc2[N+](=O)[O-])cc1
3	-7	7	0	93	-11	-4	93	x	CCCCn1nnc(NC(=O)c2ccc(-c3cccc([N+](=O)[O-])c3)o2)n1
0	19	4	9	105	-9	1	109	5	Cc1ccc(-n2c3c(cc(C(=O)N4CCN(C)CC4)c2=O)C(=O)CC(C)(C)C3)cc1
-3	-4	9	-2	95	-10	1	95	-6	Cc1cc(C)cc(-n2ncc3c2CCCC3NC(=O)c2cc(C)n(C)n2)c1 (stereo not given)
-1	13	3	-1	100	-8	-1	98	2	O=S(=O)(c1ccc(F)cc1)N1CCC2(CC1)OCCO2
-5	13	0	5	103	-8	3	100	1	O=C(NCCc1ccc(Cl)cc1Cl)c1cncc(Br)c1
6	-8	2	3	94	-3	-5	91	-2	S=c1[nH]nc(C2CCCCC2)n1/N=C/c1cccc(Br)c1
0	3	4	3	92	-5	-9	100	4	O=c1c2ccccc2nc(/C=C/c2c[nH]c3ccccc23)n1CCO
8	5	3	15	99	1	0	103	2	CN1N=C(/C=C/c2ccccc2)CCC1=O
0	34	1	-30	107	-24	6	98	-14	N#Cc1c(-c2ccccc2F)cc(C2CC2)nc1SCC(=O)c1cccs1
0	45	1	2	102	-10	-1	120	-2	CCOC(=O)C(NC(=O)c1ccccc1Cl)(Nc1ccc(C)c(C)c1)C(F)(F)F (stereo not given)
8	4	-4	-5	106	-14	6	100	4	O=C(CN(Cc1ccc(Br)cc1)S(=O)(=O)c1ccccc1)NCC1CCCO1 (stereo not given)
-3	20	5	-3	105	-3	0	137*	2	CCOC(=O)c1c(NC(=O)C(=O)N/N=C/c2ccccc2O)sc2c1CCCCC2
-1	2	-1	12	112	-10	10	104	7	CCOc1ccc(CN2CCN(Cc3ccc4cc(F)ccc4n3)CC2CCO)cc1 (stereo not given)
-1	37	4	6	99	-9	-1	103	4	CN(C)C(=O)C(=O)c1c(-c2ccccc2)cc2ccccn12
3	23	1	0	102	1	-2	100	1	Cc1ccc(OCc2cc(C(=O)N3CCN(C)C[C@@H]3c3ccccc3)no2)cc1C
1	10	3	17	92	-1	-7	95	-4	COc1ccc(CNS(=O)(=O)c2ccc(-c3cc(C)no3)cc2)cc1
4	3	0	11	94	-2	-4	101	6	COCCCNC(=O)c1cc2cc(Br)ccc2oc1=O
0	20	-3	-44	124	2	10	113	2	Cc1ccc(S(=O)(=O)N/N=C\c2cn(-c3ccccc3)nc2-c2ccccc2)cc1
1	28	-1	10	106	2	11	102	-5	Cc1ccc(S(=O)(=O)NNC(=O)CCC(=O)Nc2ccc(C)cc2C)cc1
-9	4	2	0	100	-17	-2	103	0	COc1ccc(N(C(=O)Cc2cccs2)C(C(=O)NC2CCCC2)c2ccncc2)cc1OC (stereo not given)
1	-4	-3	-14	98	-4	-2	102	-2	O=C(CN1C(=O)NC2(CCCC2)C1=O)Nc1ccc(Cl)c(C(F)(F)F)c1
6	1	2	-3	93	-2	-1	95	0	Cc1cccc(C(CC(=O)NCCc2ccccc2)c2ccccc2)c1O (stereo not given)
-4	4	4	3	111	4	4	104	8	O=C(c1cccc(C(F)(F)F)c1)c1c[nH]c(C(=O)NCCCN2CCOCC2)c1
3	27	0	90*	101	4	4	106	4	O=[N+]([O-])c1c(NCCCO)cc(SCc2ccco2)c2nonc12
5	16	6	5	106	2	10	107	-1	CSc1ncc(C(=O)Nc2cccc(Cl)c2C)c(C)n1
0	4	0	14	94	-1	-5	94	3	CCC1CCCCN1S(=O)(=O)c1ccc2c(c1)CCN2C(C)=O (stereo not given)
9	8	3	18	95	-14	-7	97	1	COc1cccc(N2CC(C(=O)Nc3nnc(SCC(=O)NC4CCCC4)s3)CC2=O)c1 (stereo not given)
11	17	1	20	104	-15	2	101	2	CCOc1cc(CNS(=O)(=O)c2cn(C)cn2)cc(OCC)c1OCC
11	-20	0	-31	108	1	6	109	4	CCOC(=O)c1c(NC(=O)CN(CC)CC)sc2c1CCC2
4	11	-4	18	104	-8	1	100	7	CCOC(=O)c1oc2ccccc2c1CN1CCN(c2ccccc2)CC1
-4	24	1	-23	95	-4	-5	97	4	COC(=O)C1=CN(c2cccc(C(F)(F)F)c2)C=C(C(=O)OC)C1c1ccc(O)c(OC)c1
x	x	6	-12	106	5	5	112	-4	O=C(Nc1cccc(-c2csc(Nc3ccc(Cl)cc3)n2)c1)c1ccccc1
3	26	-2	-12	97	-1	-5	105	-1	Cc1cc(C(=O)N[C@H](c2ccccc2)[C@@]2(C)C[C@@H]2[C@@H](C)C(=O)Nc2ccc3ccccc3c2)no1
-10	6	0	-5	105	-6	5	102	2	Cc1ccc(-c2c(C(=O)O)c(C(=O)O)c3n2CSC3)cc1
-4	3	-2	14	105	2	8	106	1	CC(C)(C)C(=O)Nc1ccc(C(=O)Nc2cc(NC(=O)c3ccc(NC(=O)C(C)(C)C)cc3)cc(C(=O)O)c2)cc1
2	29	2	9	97	3	0	102	3	CC(C(=O)Nc1ccc(C#N)cc1)N(C)CC(=O)Nc1cccc(F)c1 (stereo not given)
-1	10	2	22	100	-16	6	98	-4	O=C1C(c2ccc(F)cc2)N(Cc2ccc3c(c2)OCO3)C(=O)CN1C1CCCC1 (stereo not given)
-5	5	1	7	103	0	0	100	5	CC1CCc2nc3ccc(S(=O)(=O)N4CCC(C(=O)N5CCCCCC5)CC4)cc3c(C(=O)O)c2C1 (stereo not given)
-2	x	-1	-9	110	-3	5	106	5	CCN(CC)S(=O)(=O)c1ccc(N2CCOCC2)c(NC(=O)c2ccc(OC)c([N+](=O)[O-])c2)c1

# High-throughput results from PubChem BioAssay.

# This is a subset; count on the stated rates, not on these rows.
